# Compound activity deposited in PubChem by several laboratories.
# NPR2 activator: GC-B (human) receptor activation. 370,000 compounds, 0.11% hits. P20594. HEK293-GC-B cells, CNP EC30, cGMP TR-FRET; 0% at EC30 CNP, 100% saturating CNP. activation, % at 10 µM;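 active = activation at 10 µM reaching about 35% in either raw or pattern-adjusted values, limit read from the data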
# LEDGF integ inh: blocks HIV-1 LEDGF/p75-dependent DNA integration; AID 743269; 370,000 compounds, 0.64% hits; TR-FRET IN-LEDGF/p75 DNA integration, Eu/Cy5; inhibition, % at 3.7 µM;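 active = inhibition above the screen-wide mean plus 3 SD, cut at about 13% in these data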;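 note: signal is the Cy5 over europium emission ratio at 671 and 618 nm; 0% = plate median of compound wells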
# TCR CD3 inh: inhibitors of human TCR-CD3 interaction. inhibition, % at 9.4 µM. 360,000 compounds, 0.37% hits. TAMRA-labeled TCR probe fluorescence, biochemical; in the data active = inhibition above about 19%;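 note: recombinant mutant TCR 2C K166C tagged with TAMRA read by polarization; 0% = receptor in buffer alone and 100% = receptor with positive control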
# rCAG binder: r(CAG) repeat RNA binding; TO-PRO-1 dye displacement fluorescence; inhibition, % at 3 µM; 370,000 compounds, 1.3% hits;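 active = inhibition above the plate cutoff, the mean of all test compounds on that plate plus 3 SD, cut at about 35% in these data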;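 note: 0% = DMSO alone and 100% = 100 µM mitoxantrone as full dye displacement; higher means more dye released from RNA so lower well fluorescence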
# SIAE primary: blocks human sialic acid acetylesterase; Q9HAT2; SIAE FP-Rh probe binding, fluorescence polarization; inhibition, % at 9.66 µM; 370,000 compounds, 0.69% hits;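 active = inhibition above a cutoff: mean of compounds within the control limits plus 3 SD of those, cut at about 17% in these data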;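 note: 0% = plate median of compound wells and 100% = probe without SIAE protein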
# mABHD4 FP: ABHD4 (mouse) inhibition, primary FP screen; Q8VD66; purified mABHD4, FP-Rh probe fluorescence polarization; inhibition, % at 8.92 µM; 370,000 compounds, 0.54% hits;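 active = inhibition exceeding the mean over every tested compound plus 3 SD, cut at about 30% in these data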;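 note: 0% = plate median of compound wells and 100% = S159A mutant with DMSO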
#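 Material: mouse ABHD4 enzyme, wild type; Benchmarks: S159A mutant high control, sample median low control; Buffer or medium: HEPES pH 7.0, NaCl, Pluronic buffer; Signal: fluorescence polarization; Read-out: percent inhibition of probe binding, normalized to plate controls; Timing: pre-incubation 45 min, probe exposure 60 min, at 25 °C; Dosing: 8.92 µM, single dose.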
# TDP2 absorb: blocks human TDP2 phosphodiesterase activity. AID 720702. inhibition, % at 12.8 µM. recombinant TDP2, T5PNP hydrolysis, p-nitrophenol absorbance 415 nm. O95551. 370,000 compounds, 0.34% hits;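 active = inhibition above the mean of all tested compounds plus 3 SD, set per campaign, cut at about 25% in these data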;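 note: 0% = DMSO with enzyme and 100% = buffer with substrate but no TDP2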
# Target sequence (O95551 whole entry, looked up): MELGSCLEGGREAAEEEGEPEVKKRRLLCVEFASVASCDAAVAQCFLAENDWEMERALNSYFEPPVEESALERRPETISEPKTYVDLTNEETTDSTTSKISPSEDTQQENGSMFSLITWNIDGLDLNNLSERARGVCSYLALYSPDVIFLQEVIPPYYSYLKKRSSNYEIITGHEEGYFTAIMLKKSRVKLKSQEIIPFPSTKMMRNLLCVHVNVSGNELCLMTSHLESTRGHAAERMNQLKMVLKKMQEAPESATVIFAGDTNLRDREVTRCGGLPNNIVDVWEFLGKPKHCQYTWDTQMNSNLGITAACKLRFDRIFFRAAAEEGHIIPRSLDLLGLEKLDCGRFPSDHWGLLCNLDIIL
#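 test system = human TDP2 enzyme | input = TDP2 enzyme at 120 nM final | medium = 50 mM Tris-HCl pH 7.5 with Mg2+, KCl, DTT, BSA | also added = T5PNP substrate, 5 mM | times = 2 h at 37 °C | technique = epi absorbance | benchmarks = high control without enzyme, low control DMSO plus TDP2 | replication = each compound tested once, singlicate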
# MBD2 DNA inh: MBD2-methylated oligo binding inhibition. Q9UBB5. TR-FRET, MBD2 binding to methylated oligonucleotide. inhibition, % at 4.4 µM. 370,000 compounds, 0.31% hits. AID 686964; in the data active = inhibition above about 13%
# Target sequence (Q9UBB5 whole entry, looked up): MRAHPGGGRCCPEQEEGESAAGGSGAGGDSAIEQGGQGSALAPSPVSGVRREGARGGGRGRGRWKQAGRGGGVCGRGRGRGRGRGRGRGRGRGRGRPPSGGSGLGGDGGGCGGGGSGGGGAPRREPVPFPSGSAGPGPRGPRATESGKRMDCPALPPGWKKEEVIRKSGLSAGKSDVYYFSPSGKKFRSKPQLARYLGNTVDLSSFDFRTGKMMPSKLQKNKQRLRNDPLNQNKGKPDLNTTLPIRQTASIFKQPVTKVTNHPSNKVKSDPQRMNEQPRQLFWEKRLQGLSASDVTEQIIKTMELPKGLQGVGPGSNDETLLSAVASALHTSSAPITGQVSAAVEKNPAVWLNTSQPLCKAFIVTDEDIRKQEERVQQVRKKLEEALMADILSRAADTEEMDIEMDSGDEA
# HTRA1 inh: HTRA1 (human) protease inhibition; Q92743; recombinant HTRA1, FP-rhodamine activity-based probe, fluorescence polarization; inhibition, % at 5.96 µM; 340,000 compounds, 0.5% hits; in the data active = inhibition above about 36%;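 note: 0% = enzyme with DMSO and 100% = wells lacking enzyme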
# PRMT1 inh: inhibitors of human PRMT1 | Q99873 | recombinant PRMT1, activity-based probe fluorescence polarization | inhibition, % at 2.79 µM | 370,000 compounds, 1.3% hits | AID 652257;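 active = inhibition above about 21% made by adding two undisclosed values, limit read from the data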
# * marks the source's active call; other numbers are inactive results; . = not tested or not shown; & = joins results of further samples.
SMILES,NPR2 activator,LEDGF integ inh,TCR CD3 inh,rCAG binder,SIAE primary,mABHD4 FP,TDP2 absorb,MBD2 DNA inh,HTRA1 inh,PRMT1 inh
CCN(CC)CCN(C(=O)/C=C/c1cccs1)c1nc2ccc(Cl)cc2s1,-5,0,-4,2,-4,10,6,5,-16,1
O=C(CSc1ncn[nH]1)Nc1ccc(Cl)c(Cl)c1,-7,4,8,1,-6,-7,3,-6,-7,-4
COc1cc(-c2cc(N)n(S(=O)(=O)c3ccc(F)cc3)n2)cc(OC)c1OC,-11,0,-2,4,2,3,1,0,-8,2
O=C(NC(Cc1c[nH]c2ccccc12)C(=O)NCCCN1CCOCC1)c1cccs1 (stereo unspecified),2,3,-2,-4,3,-4,-7,-4,6,-3
COc1cc(NC(=O)c2cnc(N)o2)cc(C(=O)Nc2cccc(C(F)(F)F)c2)c1,8&2,3&-4,-12&0,8&13,-63&-36,-73&-47,-8&12,1&3,-85&-37,2&0
NNC(=O)c1ccc2c(c1)S(=O)(=O)NNC2=O,1,-4,-8,-2,7,-1,0,3,1,8
CN(C)c1ccc([C@@H]2[C@@H]([N+](=O)[O-])[C@H]3C=Cc4ccccc4N3[C@H]2C(=O)c2ccc(Cl)cc2)cc1,-7,1,-14,16,7,0,-8,-4,20,-7
O=C(O)CCS(=O)(=O)Cc1ccccc1F,2,-1,2,0,-6,-2,14,-3,1,1
COc1cc(NC(=O)CSc2nc(=O)n(CCN3CCOCC3)c3c2CCC3)cc(OC)c1,3,-1,1,-7,-7,-1,3,1,0,-1
COc1ccc(/C=N/N2C(=N)SCC2=O)cc1,3,-4,2,13,4,4,2,3,3,4
Cc1nc(SCC(=O)NC2CCCC2)c2c(C)c(C)sc2n1,9,-5,-3,-3,-4,4,-2,3,3,3
C[C@@H]1Cc2cc(O)cc(O)c2C(=O)O1,1,1,.,3,3,6,4,-10,.,-4
CC1(C(=O)Nc2ccc3c(c2)OCO3)CCN1Cc1ccccc1OC(F)F (stereo unspecified),-4,-1,6,-1,-1,-3,-2,-4,.,-3
Cc1cc(C(=O)COC(=O)c2ccc(N)c([N+](=O)[O-])c2)c(C)n1-c1ccc2c(c1)OCO2,2,-2,1,11,-9,-1,-2,2,-1,1
COCCNC(=O)C(c1ccc(C)cc1)N(C(=O)CCC(=O)Nc1ccccn1)C1CCCCC1 (stereo unspecified),-1,-2,-11,-9,-9,-3,-11,-2,-1,4
COc1ccc(S(=O)(=O)N2CCOC2CNC(=O)C(=O)NCCc2ccc(OC)c(OC)c2)cc1 (stereo unspecified),5,2,-4,6,0,-13,8,-5,1,3
CC1=NN(C(N)=S)C(=O)C1N=Nc1cccc(Cl)c1C (stereo unspecified),-1,-1,5,5,10,5,-2,2,6,-2
Cc1onc(-c2ccccc2Cl)c1C(=O)NNC(=O)c1ccccc1F,1,6,0,-1,3,6,-17,1,10,-3
CC(=O)c1cccc(OC(=O)c2ccccc2)c1,6,-2,9,2,-3,-5,-3,5,4,-2
CC(C)CCNC(=O)CSc1nc2ccccc2s1,-3,-3,-3,-3,-1,0,-2,-2,0,8
Cc1ccc(CCNC(=O)C2CCC(=O)N(CC3CCCCC3)C2)cc1 (stereo unspecified),0,3,12,-8,-3,2,15,-6,5,1
Cc1ccc(/C=C/C(=O)OCC(=O)NCCN2C(=O)CSC2=O)o1,1,3,6,2,-1,-1,6,-1,8,2
Cc1ccc(NS(=O)(=O)c2ccc(C(=O)N3CCCN(C)CC3)cc2)cc1,1,1,-2,-2,6,-1,2,-4,2,-2
COC(=O)/C=C/C1=CN(Cc2ccccc2)CCC1=O,-5,0,0,2,-5,3,-7,-3,-2,-1
CCOc1ncccc1C(=O)OCC(=O)c1ccccc1,3,-2,3,-2,3,2,16,1,-5,0
CCOc1ccc(C(=O)N[C@H](C(=O)O)C(C)C)cc1,1,0,12,5,-1,3,-9,-4,5,0
COc1ccccc1C(=O)COC(=O)Cc1c[nH]c2ccccc12,9,2,-2,6,9,-4,0,2,-6,4
CCc1noc(C)c1C(=O)OCC(=O)NCc1ccccc1OC,-2,-1,1,-2,9,8,6,6,-4,0
CN1CCN(c2ccccc2NC(=O)c2ccc(F)cc2)CC1,0,-1,-1,0,9,-5,7,-4,5,0
N#Cc1ccccc1OCC(=O)NCC1(N2CCCCC2)CCCCC1,1,2,-8,0,4,-2,-5,-1,3,0

# Structures listed so far that contain a COOH group (2):
SMILES,NPR2 activator,LEDGF integ inh,TCR CD3 inh,rCAG binder,SIAE primary,mABHD4 FP,TDP2 absorb,MBD2 DNA inh,HTRA1 inh,PRMT1 inh
O=C(O)CCS(=O)(=O)Cc1ccccc1F,2,-1,2,0,-6,-2,14,-3,1,1
CCOc1ccc(C(=O)N[C@H](C(=O)O)C(C)C)cc1,1,0,12,5,-1,3,-9,-4,5,0

# The list continues.
SMILES,NPR2 activator,LEDGF integ inh,TCR CD3 inh,rCAG binder,SIAE primary,mABHD4 FP,TDP2 absorb,MBD2 DNA inh,HTRA1 inh,PRMT1 inh
Cc1ccc(C)c(S(=O)(=O)N2CCCCC2CCNC(=O)C(=O)NCc2cccnc2)c1 (stereo unspecified),5,-2,-6,-13,1,4,-10,2,1,3
O=C(Cn1cnc([N+](=O)[O-])n1)c1ccc(O)c(O)c1,-6,40*,8,5,12,20,-17,5,11,11
CCC(C)NCC(=O)Nc1ccc(-c2nc3cc(NC(=O)CNC(C)CC)ccc3o2)cc1 (stereo unspecified),-2,-1,5,-3,-4,-3,-10,-4,-7,0
CCN(CC)C(=O)CC[C@H]1CC[C@]2(CCCN(C(=O)c3ccc4ccccc4n3)C2)O1,-10,3,.,-2,-3,2,1,-2,.,6
COc1ccc(C(=O)OCC(=O)NC2CC2)cc1S(=O)(=O)N(C)Cc1ccccc1,-2,1,0,-4,1,-6,22,4,-3,-2
O=C(NC1(Cc2ccccc2)CCN(CCCc2ccccc2)C1=O)c1ccccc1 (stereo unspecified),-2,1,1,-8,-7,-34,-8,5,-4,-1
COc1cc(NC(=O)c2noc3c2CCC3)c(OC)cc1Cl,-5,7,-1,11,0,11,-4,0,5,13
CCN(Cc1ccccc1)C(c1ccc(C(F)(F)F)cc1)c1nnnn1C(C)(C)C (stereo unspecified),-1,1,1,1,1,6,7,-3,2,0
CC1(C)CC(=O)C2=C(C1)OC(N)=C(C#N)C2Cc1ccccc1 (stereo unspecified),-1,0,-3,1,4,-2,-9,-3,2,1
Cc1ccccc1CN1[C@@H](CC(C)C)COc2cc(Br)ccc2S1(=O)=O,3,3,-3,4,1,-9,-1,-2,.,-5
Cc1ccc(S(=O)(=O)N2CCOCC2)cc1C(=O)Nc1nc(-c2cccnc2)cs1,3,-1,5,-1,1,-1,-2,-2,-4,1
O=C(/C=C/c1ccc([N+](=O)[O-])cc1)Nc1cccnc1,-4,-2,2,5,0,4,-2,-7,-3,-1
CCCc1c(O)nc(SCC(=O)N2CCCCC2)[nH]c1=O,-3,6,1,-2,3,0,5,1,2,-1
Cc1cccc(N2C(=O)c3ccccc3C2=O)n1,5,-3,-8,-1,-5,1,11,4,4,4
Cc1c(Cl)cccc1NC(=O)CCN1CCOCC1,3,1,5,0,4,0,-11,-2,6,-5
O=c1cc(O)c2sc(Nc3cccc(C(F)(F)F)c3)nc2[nH]1,-3,-4,7,8,8,3,10,0,-1,4
CC(=O)NC1=NN(C(C)=O)C(c2cccs2)S1 (stereo unspecified),6,-4,-1,-4,-1,-2,4,1,-1,1
O=C(COC(=O)Cc1ccccc1F)NNC(=O)c1ccc(Cl)cc1,3,-1,0,-6,1,1,20,3,2,2
CCn1cc(C(=O)N2CCCC(N3CCN(c4ccccc4C)CC3)C2)cn1 (stereo unspecified),0,0,2,-9,3,1,-10,3,5,-5
CCOC(=O)c1nc2cc3n(c(CC(C)C)c-2c1C)CC(C)=C3C,0,-1,-3,0,4,3,5,-4,20,6
COc1ccc(C/C(=N\O)c2ccc(OC)cc2)cc1,-3,-1,-10,-4,-12,-26,-6,10,-3,3
NC(=O)c1ccc(N2CCNC(=O)C2)c([N+](=O)[O-])c1,3,-2,6,2,2,3,-4,-3,4,-1
C#CCOCCOCCOCCNc1nc(N2CCN(C(=O)C([C@@H](C)O)n3cc([C@@H](N)CCCCN)nn3)CC2)nc(N2CCN(C(=O)[C@H](CC(N)=O)n3cc(C(N)[C@@H](C)CC)nn3)CC2)n1 (stereo partly specified),-2,2,8,4,-4,6,5,-4,2,1
COc1cc2cc(CCCOC(=O)c3ccc(C(F)(F)F)cc3)oc(=O)c2cc1OC,-8,2,-9,-2,-5,-13,-4,20*,-19,-2

# An excerpt of these results, with two lines to a compound:
# Second line of a record: NPR2 activator	LEDGF integ inh	TCR CD3 inh	rCAG binder	SIAE primary	mABHD4 FP	TDP2 absorb	MBD2 DNA inh	HTRA1 inh	PRMT1 inh
CCN(CC)CCN(C(=O)/C=C/c1cccs1)c1nc2ccc(Cl)cc2s1
  -5	0	-4	2	-4	10	6	5	-16	1
O=C(CSc1ncn[nH]1)Nc1ccc(Cl)c(Cl)c1
  -7	4	8	1	-6	-7	3	-6	-7	-4
COc1cc(-c2cc(N)n(S(=O)(=O)c3ccc(F)cc3)n2)cc(OC)c1OC
  -11	0	-2	4	2	3	1	0	-8	2
O=C(NC(Cc1c[nH]c2ccccc12)C(=O)NCCCN1CCOCC1)c1cccs1 (stereo unspecified)
  2	3	-2	-4	3	-4	-7	-4	6	-3
COc1cc(NC(=O)c2cnc(N)o2)cc(C(=O)Nc2cccc(C(F)(F)F)c2)c1
  8&2	3&-4	-12&0	8&13	-63&-36	-73&-47	-8&12	1&3	-85&-37	2&0
NNC(=O)c1ccc2c(c1)S(=O)(=O)NNC2=O
  1	-4	-8	-2	7	-1	0	3	1	8
CN(C)c1ccc([C@@H]2[C@@H]([N+](=O)[O-])[C@H]3C=Cc4ccccc4N3[C@H]2C(=O)c2ccc(Cl)cc2)cc1
  -7	1	-14	16	7	0	-8	-4	20	-7
O=C(O)CCS(=O)(=O)Cc1ccccc1F
  2	-1	2	0	-6	-2	14	-3	1	1
COc1cc(NC(=O)CSc2nc(=O)n(CCN3CCOCC3)c3c2CCC3)cc(OC)c1
  3	-1	1	-7	-7	-1	3	1	0	-1
COc1ccc(/C=N/N2C(=N)SCC2=O)cc1
  3	-4	2	13	4	4	2	3	3	4
Cc1nc(SCC(=O)NC2CCCC2)c2c(C)c(C)sc2n1
  9	-5	-3	-3	-4	4	-2	3	3	3
C[C@@H]1Cc2cc(O)cc(O)c2C(=O)O1
  1	1	.	3	3	6	4	-10	.	-4
CC1(C(=O)Nc2ccc3c(c2)OCO3)CCN1Cc1ccccc1OC(F)F (stereo unspecified)
  -4	-1	6	-1	-1	-3	-2	-4	.	-3

# These rows are one share of the data; the hit share may differ from the screen's.
